Assay outcomes deposited in PubChem BioAssay by National Center for Advancing Translational Sciences (NCATS).
Pf Dd2 inh: inhibitors of Plasmodium falciparum Dd2 growth; P. falciparum Dd2 growth, SYBR Green, 72 h; Potency, µM (doses to about 28.9 µM), inactives show at the highest dose activity, negative = inhibition, most hits filed as inhibitors; 4.3% of 120,000 active; active = well fitted inhibition curve with a large enough effect; inconclusive = small, poorly fitted or top-dose-only effect; inactive = no such curve, though single readings can be large or run the other way;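 also: plate controls were DMSO vehicle for no effect and reference drug for full effect; nearly all actives have a fitted effect of over 65% in size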
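Readout: SYBR Green fluorescence, 485 nm excitation, 535 nm emission, after ~16 h lysis at 37C. Before that, Dd2-infected red cells (2.5% hematocrit) grew 72 h with compound, 29 uM top final concentration.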
Starred values were filed as active, the others as inactive; i = inactive; ? = inconclusive; [ ] = another dose, or the depositor's remark. Potency is read from the fitted curve at half-maximal effect. A portion of the library; the hit share may differ from the screen's.

SMILES | Pf Dd2 inh
CC1(C(=O)NCC2CC2)CCc2cnc(NCc3ccccc3)nc21 (stereo not drawn) | -12%[44.1 µM]
CCc1nc(-c2c3n(c(=O)n(CC(=O)Nc4ccc(C)cc4Cl)c2=O)CCCC3)no1 | ?
O=C(c1ccc(OC2CCN(C(=O)c3ccsc3)CC2)nc1)N1CCOCC1 | 7%
CS(=O)(=O)N1CCN(C(=O)C2CC(=O)N(c3n[nH]c4cccc(F)c34)C2)CC1 (stereo not drawn) | -3%
CN1c2ccc(Cl)cc2-c2nc(SCC(=O)Nc3cc(F)ccc3F)ncc2S1(=O)=O | 18%
CN(Cc1cccnc1)Cc1nc(C2(O)CCN(Cc3ccc(C(F)(F)F)cc3)CC2)cs1 | ?
Cc1oc(-c2ccc(Cl)cc2)nc1CS(=O)CC(=O)NCCc1ccccc1 (stereo not drawn) | 16%
COCCCNC(=O)c1cc(C2CC2)nc2onc(C3CCNC3)c12 (stereo not drawn) | 2%
C=C[C@H]1CN2CC[C@H]1C[C@@H]2CNCc1ccc(SC)cc1 | 7.1µM*
O=C(O)CCn1ncc2cc(OCC3CCN(C(=O)Oc4ccccc4)CC3)ccc21 | -10%[44.1 µM]
CCOc1ccc(CNC(=O)C2=Cc3cc(Br)ccc3OC2)cc1OC | 14%
Cc1sc(-c2cc3c([nH]c2=O)CC(c2ccccc2)CC3=O)nc1-c1ccc(Cl)cc1 (stereo not drawn) | -12%
CCCN1CCC2(CCN([S+](=O)([O-])c3cccs3)CC2)Oc2ccccc21 | 11µM*
Cc1ccc(CN(C(=O)COc2ccc([N+](=O)[O-])cc2)c2ccccn2)cc1 | i
COCC1CN(C(C)=O)CC12CCN(S(=O)(=O)c1c(C)noc1C)CC2 (stereo not drawn) | 17%
COc1cccc(NC(=O)Cn2c(=O)n(CCc3ccc(OC)c(OC)c3)c(=O)c3ccccc32)c1 | ?
COc1cccc(Nc2ncc3c(n2)C(C)(C(=O)NCc2cccnc2)CC3)c1 (stereo not drawn) | i
CCc1nc(-c2c3n(c(=O)n(CC(=O)Nc4cccc(C)c4)c2=O)CCCCC3)no1 | -6%
O=C(c1ccc(N2CCC(NCC(c3ccccc3)c3ccccc3)CC2)cc1)N1CCCC(O)C1 (stereo not drawn) | 11µM*
CN(Cc1cccc(C(F)(F)F)c1)S(=O)(=O)c1cccs1 | 11%[44.1 µM]
O=C(Cc1ccccc1)N1CCCC2(CNc3ccccc3[S+](=O)([O-])N2)C1 (stereo not drawn) | i
COCCc1nncn1C1CCN(S(=O)(=O)c2ccc(F)cc2F)CC1 | -2%
N#Cc1ccc(C(=O)NCC2CCOCC2)cc1 | 18%
Cc1ccccc1OCC(=O)Nc1ccc2nc(SCC(=O)N3CCCC3)sc2c1 | i
COc1cc(NC(=O)CCS(=O)(=O)c2nc(-c3cccs3)cc(C(F)(F)F)n2)cc(OC)c1OC | ?
SMILES | Pf Dd2 inh
COCCOC1CCN(C(=O)c2cccs2)CC1 | 27%
CCCCc1nn2c(=O)cc(COC(=O)C(C)Oc3ccccc3)nc2s1 (stereo not drawn) | 1%
CCCNC(=O)N1C[C@@H](Oc2ccccc2)C[C@@H]1C(=O)NC | -5%
O=C(NCc1ccc(F)cc1)[C@@H]1C[C@@H](c2ccc(F)cc2)N([S+](=O)([O-])c2cccnc2)C1 | i
O=C(Nc1ccc(F)cc1)C1CCN(C(=O)c2ncn3c2COC(c2ccccc2)C3)CC1 (stereo not drawn) | -13%
Cc1nnc(-c2cc(-c3cccc(CO)c3)ccn2)n1C1CCCCC1 | i
CCOC(=O)c1ccc(N2C(=O)c3n[nH]c(-c4ccco4)c3C2c2ccc(O)cc2)cc1 (stereo not drawn) | ?
COc1cc(C2c3c(oc4ccccc4c3=O)C(=O)N2Cc2ccc(C)cc2)ccc1O (stereo not drawn) | 15%
COC(=O)c1ccc(NC(=O)CN2CCN(c3ccc(Cl)cc3)CC2)cc1 | 18%
CC(C)NC(=O)N1CCN2C(=O)N(Cc3ccc(F)cc3)C[C@H]2C1 | 12%[44.1 µM]
NC(=O)c1ccnc(-c2cc(NCc3ccccn3)nc3[nH]ccc23)c1 | -25%
O=C(c1cc(-c2cccc(C(F)(F)F)c2)c2nncn2n1)N1CCCC1 | -21%
CN(Cc1ccccc1)C(=O)[C@@H]1Cc2nc[nH]c2CN1C(=O)CC(C)(C)CC(=O)O | 15%[44.1 µM]
O=C([C@@H]1C[C@H](Oc2cccnc2)CN1C(=O)COc1ccc(F)cc1)N1CCOCC1 | 21%
Cc1nc(-c2ccncc2)ncc1C(C)NC(=O)C1=NN(C)C(=O)CC1 (stereo not drawn) | 6%
Cc1cccc(Cn2cc(S(=O)(=O)c3ccc(Cl)cc3)c(=O)c3cc4c(cc32)OCO4)c1 | ?
O=C(Nc1cccc(-c2nnc3n2CCCC3)c1)c1cnccn1 | ?
CSc1cccc(NC(=O)CCn2ccn3nc4c(c3c2=O)CCCC4)c1 | 25%
O=C(CN1CCCN(Cc2ccccc2Cl)S1(=O)=O)NCc1ccccc1 | i
O=C1NCCCCCN(C(=O)Cc2cccc(F)c2)[C@H]2CCC[C@@H]12 | -8%
COc1cc(OC)cc(N2C(=O)CSC23C(=O)Nc2ccccc23)c1 (stereo not drawn) | 44%[activator]
O=C1CCN(C2CCCCC2)CCOCCN1 | -26%
Cc1ccc(Cl)cc1N1CCN(C(=O)CCCCCn2c(=O)[nH]c3ccccc3c2=O)CC1 | i
O=C(CNC(=O)c1ccc(Cl)cc1)OCc1cc(=O)n2nc(C3CCCCC3)sc2n1 | 2%
CCCc1noc(-c2cccn3c(CNC(=O)c4ccccc4F)nnc23)n1 | 0%

By substructure: those above containing a CF3 group
SMILES | Pf Dd2 inh
CN(Cc1cccnc1)Cc1nc(C2(O)CCN(Cc3ccc(C(F)(F)F)cc3)CC2)cs1 | ?
CN(Cc1cccc(C(F)(F)F)c1)S(=O)(=O)c1cccs1 | 11%[44.1 µM]
COc1cc(NC(=O)CCS(=O)(=O)c2nc(-c3cccs3)cc(C(F)(F)F)n2)cc(OC)c1OC | ?
O=C(c1cc(-c2cccc(C(F)(F)F)c2)c2nncn2n1)N1CCCC1 | -21%

Additional compounds follow.
SMILES | Pf Dd2 inh
COC[C@]1(O)CCN(C(=O)CN2CCCC2)CC1(C)C | -6%
NC(=O)[C@H](CC1CCCCC1)NC(=O)[C@@H]1CN(C(=O)Nc2ccccc2)CCN1S(=O)(=O)c1ccccc1 | -12%
O=C(NC1CC(=O)N(c2ccccc2)C1)c1ccc(S(=O)(=O)N2CCCCC2)cc1 (stereo not drawn) | 19%
O=C(NC1CC1)[C@@H]1C[C@H](Oc2ccccc2)CN1C(=O)CCC1CCCC1 | 19%
COc1ccc(N2CC(c3noc(-c4cccc(F)c4)n3)CC2=O)cc1 (stereo not drawn) | 89%[activator]
COc1cccc(N2CCN(C(=O)C3Cc4ccccc4N3C(C)=O)CC2)c1 (stereo not drawn) | i
COc1cccc(S(=O)(=O)N2CCC3(CC2)CC(OCC2CC2)CCO3)c1 (stereo not drawn) | -2%
Cc1noc(C)c1S(=O)(=O)NCC(=O)N1CCCCCCNC(=O)CC1c1ccccc1 (stereo not drawn) | ?
O=C(NC1CCCCC1)c1cc2c(s1)CCN(C(=O)c1ccc(F)cc1)C2 | i
CCOc1ccc(Nc2nc(Nc3ccc(OCC)cc3)nc(N3CCOCC3)n2)cc1 | -15%
Cc1noc([C@@H]2C[C@H](NC(=O)C3CCCCC3)CN2C)n1 | 32%[44.1 µM]
COc1ccc(CN2CCCC23Cc2ccccc2CNC3=O)cc1OC (stereo not drawn) | ?
CNC(=O)CCn1ncc2cc(OC3CCc4cccc(-c5ccc(OC)cc5)c43)ccc21 (stereo not drawn) | ?
COc1cccc(-c2nc(SCC(=O)NCc3ccco3)c3c(=O)n(C)c(=O)n(C)c3n2)c1 | 40%[activator]
COc1cccc(CC(=O)N2CCC3(CC2)CC(O)CCO3)c1 (stereo not drawn) | 7%
Cc1noc(C)c1[S+](=O)([O-])N1CCn2c(nnc2C2CCCNC2)C1 (stereo not drawn) | -9%
COc1ccccc1NC(=O)c1cc2c(-c3ccccc3)nn(-c3ccccc3)c2s1 | ?
CC[C@H]1CN(C(=O)C(C)(C)C)CC[C@H]1CC(=O)NCc1ccc(F)cc1 | i
CCCCNC(=O)c1cc2c(=O)n3cccc(C)c3nc2s1 | -18%
COc1ccc(C(=O)N2C[C@@H]3C[C@H](C2)c2ccc(NS(=O)(=O)c4ccc(OC)cc4)c(=O)n2C3)cc1 | 16%
CCOc1ccc(CCNC(=O)CS(=O)(=O)Cc2nc(-c3ccc(OC)cc3)oc2C)cc1 | -7%
Nc1nonc1-c1nc2ccccc2n1CC(=O)Nc1cccc(C(F)(F)F)c1 | -26%
Cc1ccc(C)c(NC(=O)N2CCC(CN3CCOCC3)CC2)c1 | 9%
Cc1cccc(C)c1NC(=O)c1sc(-n2nc(C)c(Cc3ccc4c(c3)OCO4)c2C)nc1C | -32%
COc1ccc(-c2cc(N3CCCC(NC(=O)Cc4ccc(OC)c(OC)c4)C3)n[nH]2)cc1 (stereo not drawn) | ?
SMILES | Pf Dd2 inh
Cc1nn(C)c(C)c1CCCN(C)C(=O)C1N(C(C)C)C(=O)C12CCCC2 (stereo not drawn) | -6%
CCCn1cc(S(=O)(=O)N[C@@H]2COCC[C@@H]2OCC2CCC2)cn1 | -9%
N#Cc1cccc(C(=O)N2CCCC(c3nccn3Cc3ccccc3)C2)c1 (stereo not drawn) | -14%
CC(C)NC(=O)CCC1CCN(C(=O)c2ccccc2F)CC1 | -15%
CC(C)c1ccc(/C=C(\C#N)c2nc(-c3ccc(O)cc3)cs2)cc1 | 88%[activator]
CCCNC(=O)[C@@H]1Cc2c[nH]c3cccc(c23)[C@H](CC(C)C)N1 | i
COCCC(=O)N1CCC(N2C(=O)C(OCC3CC3)C23CCOCC3)CC1 (stereo not drawn) | -1%
Cn1cc(CN2CCC(C(O)c3cccnc3)CC2)c(-c2ccc(C3CCCCC3)cc2)n1 (stereo not drawn) | -8%
Cc1cc(NC(=O)Cn2cccc2-c2nc(-c3ccc4c(c3)OCO4)no2)n[nH]1 | ?
CCc1ccc(NC(=O)c2sc3nc(C)c(Cl)c(C)c3c2NC(=O)c2ccccc2)cc1 | 18%
CCC(O)c1cc2n(n1)CCCN(CCn1c(=O)oc3ccccc31)C2 (stereo not drawn) | -11%
CCCC(C)C(=O)N1CCCN(C)c2ccccc21 (stereo not drawn) | i
COc1ccccc1-n1cc(C(=O)NCc2cc3n(n2)CCNC3)cn1 | -6%
Cc1ccc(NC(=O)CSc2nc3c(oc4ccccc43)c(=O)n2Cc2ccco2)cc1 | 6%
CCCn1c(CCC(=O)Nc2ccc(OCC)cc2)nc2cccnc21 | 70%[activator]
Cc1cc(OC2CN(Cc3ccc(F)cc3)C2)ccc1F | i
CCCN(CCC)C(=O)Cn1c(=O)n(-c2ccc(C)c(C)c2)c(=O)c2c3c(sc21)CCCCC3 | 37%
Cc1cc(=O)[nH]c2nnc(SCc3cccc(F)c3)n12 | 16%
CCOc1ccc(Cl)cc1CN(C)Cc1cc2n(n1)CCCNC2 | 5.6µM*
CCOC(=O)C1(Cc2ccc(F)cc2F)CCCN(C(=O)Cn2nc(C)cc2C)C1 (stereo not drawn) | -16%
Cc1ccc(NC(=O)CSc2nc(-c3cccs3)nc3cc(=O)[nH]n23)cc1C | -1%
O=C(CSc1nccn1Cc1ccc(F)cc1)NCc1ccco1 | i
Fc1ccccc1N1CCN(c2c3c(nc4nncn24)CCC3)CC1 | 13%
Cc1nnc(-c2cc(C(=O)Nc3cccnc3)ccn2)n1CCc1ccccc1 | ?
CC(C)CC(=O)N1CCC(C(NC(=O)c2ccccc2)C(=O)N2CCCCC2)CC1 (stereo not drawn) | -18%

No new results follow: 2 of the compounds above.
SMILES | Pf Dd2 inh
CCC(O)c1cc2n(n1)CCCN(CCn1c(=O)oc3ccccc31)C2 (stereo not drawn) | -11%
CCCC(C)C(=O)N1CCCN(C)c2ccccc21 (stereo not drawn) | i

Returning to the listing, repeating the 7 entries before the break.
SMILES | Pf Dd2 inh
CCOc1ccc(Cl)cc1CN(C)Cc1cc2n(n1)CCCNC2 | 5.6µM*
CCOC(=O)C1(Cc2ccc(F)cc2F)CCCN(C(=O)Cn2nc(C)cc2C)C1 (stereo not drawn) | -16%
Cc1ccc(NC(=O)CSc2nc(-c3cccs3)nc3cc(=O)[nH]n23)cc1C | -1%
O=C(CSc1nccn1Cc1ccc(F)cc1)NCc1ccco1 | i
Fc1ccccc1N1CCN(c2c3c(nc4nncn24)CCC3)CC1 | 13%
Cc1nnc(-c2cc(C(=O)Nc3cccnc3)ccn2)n1CCc1ccccc1 | ?
CC(C)CC(=O)N1CCC(C(NC(=O)c2ccccc2)C(=O)N2CCCCC2)CC1 (stereo not drawn) | -18%
Cc1ccc(CN2CC[C@@H]3[C@H]2C(=O)NC[C@H](CCC(=O)N2CCN(c4ccccn4)CC2)N3C)cc1 | ?
CC(=O)Nc1ccccc1OCc1cc(=O)n2c3c(sc2n1)CCCC3 | -2%
Cc1cc(C(=O)N2CCCC(Cc3noc(-c4cnccn4)n3)C2)nn1C (stereo not drawn) | -11%
COc1cccc(NC(=O)CCC[C@H]2NC[C@@H]3C[C@H]2CN(Cc2ccccc2)C3)c1 | ?
Cc1ccc(-c2nc(CS(=O)CC(=O)N3CCN(c4ccccc4)CC3)c(C)o2)cc1 (stereo not drawn) | -25%
Cc1nc2c(s1)CCCC2NC(=O)c1cc(-c2ccc(F)cc2)n[nH]1 (stereo not drawn) | -4%
CN(Cc1ccccc1)Cc1cc(CC2(NCc3ccccc3)COC2)no1 | i
Cc1cc(Nc2ccccc2C)n2nc(Cc3ccc(Cl)cc3)nc2n1 | i
Cc1ccc(NC(=O)N2CC(C(=O)N(C)C)C3(CCOCC3)C2)cc1C (stereo not drawn) | 6%
O=C(c1cnccn1)N1CCC(NCc2cc3n(n2)CCCNC3)CC1 | 6%
CCN1CCN(c2ncc3c(n2)CCN(Cc2ccc(OC)c(OC)c2)C3)CC1 | ?
